SR-BI uptake up: activators of SR-BI mediated HDL lipid uptake; AID 504775; CHO ldlA[mSR-BI] cells, DiI-HDL uptake fluorescence, 3 h; 100 = double the neutral-control signal; hit rate 0.096% among 320,000; activation, % at 12.5 µM;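 active means mean replicate activation of at least 60% and every replicate at or above 60%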;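 further: 0% = median plate neutral-control signal and 100% = twice that signal; values of inactives mirror those of a sister screen read the other way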
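Test system: SR-BI-overexpressing, LDLR-lacking CHO cells; Medium: Ham's F12 with 0.5% BSA, HEPES 25 mM, pH 7.4; Schedule: 3 h, 37 °C; Technique: bottom-read fluorescence, 550/595 nm.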
NSD2 HMT inh: inhibitors of human histone methyltransferase NSD2; O96028; NSD2 peptide methylation, AlphaScreen, 120 min; inhibition, % at 12.5 µM; hit rate 0.54% among 310,000; in the data active means inhibition above about 50%
PvdQ inh: P. aeruginosa PvdQ acylase inhibition; AID 488965; purified PvdQ acylase, fluorescence plate reader; hit rate 0.063% among 340,000; inhibition, % at 10 µM; in the data active means inhibition above about 30%, passing the limit was not always enough;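 further: 0% = vehicle neutral wells and 100% = reference inhibitor wells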
Cardiac RTF inh: cardiac RTF calcium desensitization. P19429+P45379. IANBD-labeled cardiac RTF, Ca2+ fluorescence. inhibition, % at 7.15 µM. hit rate 0.12% among 340,000;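 active means inhibition above the mean inhibition of all tested compounds plus 3 SD, cut at about 17% in these data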;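 further: assay run at fixed EC70 calcium of 1.6 mM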
Arrestin-AP2 inh: blocks beta-arrestin peptide binding to AP2 adaptin. inhibition, % at 10 µM. hit rate 0.31% among 340,000. AID 504490. FITC-arrestin peptide / GST-AP2 beads, flow cytometry; AP2 beta2 appendage carries R879A mutation;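 active means inhibition above a set limit, near 3 SD of compounds lacking own fluorescence, cut at about 54% in these data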;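 further: plate controls were DMSO wells for no effect and 5 µM unlabelled arrestin peptide for full effect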
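Test system: GST-tagged AP2 beta2-adaptin appendage (R879A) on 4 µm glutathione beads; also added: fluorescein-tagged arrestin peptide at 50 nM final; timing: 12 min plus 1 h, RT; signal: flow cytometry, FL1 (488/535 nm); read-out: percent drop in bead-associated FITC signal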
SR-BI HDL uptake: mouse SR-BI HDL lipid transfer inhibition; Q61009; ldlA[mSR-BI] CHO cells, DiI-HDL uptake fluorescence, 3 h; inhibition, % at 12.5 µM; hit rate 0.96% among 320,000; AID 488896;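 active means mean replicate inhibition of at least 70% and a set share of replicates each scoring 70 or more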;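 further: 0% = median of neutral control wells and 100% = median of positive control wells; values of inactives mirror those of a sister screen read the other way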
Target sequence (Q61009 whole entry, looked up): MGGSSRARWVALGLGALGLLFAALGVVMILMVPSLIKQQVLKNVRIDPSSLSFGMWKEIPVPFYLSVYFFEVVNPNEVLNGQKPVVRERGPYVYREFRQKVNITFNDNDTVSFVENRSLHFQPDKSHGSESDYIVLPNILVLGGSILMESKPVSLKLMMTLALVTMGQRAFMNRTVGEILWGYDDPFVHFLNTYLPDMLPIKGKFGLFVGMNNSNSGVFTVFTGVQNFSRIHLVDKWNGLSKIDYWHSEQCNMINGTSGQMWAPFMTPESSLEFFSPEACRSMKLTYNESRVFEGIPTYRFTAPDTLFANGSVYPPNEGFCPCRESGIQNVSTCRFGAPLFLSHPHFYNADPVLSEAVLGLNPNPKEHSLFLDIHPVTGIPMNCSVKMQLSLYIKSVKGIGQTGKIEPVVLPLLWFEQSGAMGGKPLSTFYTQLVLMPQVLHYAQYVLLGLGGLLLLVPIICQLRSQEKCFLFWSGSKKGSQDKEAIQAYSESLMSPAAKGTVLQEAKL
DAGLB inh: diacylglycerol lipase beta (human) inhibition. Q8NCG7. HEK293T DAGLB membrane lysate, EnzChek fluorogenic substrate. hit rate 0.059% among 340,000. inhibition, % at 5.17 µM; in the data active means inhibition above about 34%;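 further: 0% = enzyme with vehicle and 100% = wells lacking enzyme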
PKA-R2B act: PKA-R2B complex activation | P22694+P31323 | activation, % at 11.4 µM | PKA-R2B holoenzyme dissociation, Cy5-IP20 fluorescence polarization; R2B truncated from residue 108, S112A mutant; 0% DMSO only, 100% 113 µM cGMP | hit rate 0.079% among 340,000;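 active means activation above a cutoff set at the mean over all compounds plus 3 SD, cut at about 18% in these data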;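 further: higher means more holoenzyme dissociation and a rise in polarization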
Target sequence (P31323 whole entry, looked up, other chains not shown, the tested form may be a part): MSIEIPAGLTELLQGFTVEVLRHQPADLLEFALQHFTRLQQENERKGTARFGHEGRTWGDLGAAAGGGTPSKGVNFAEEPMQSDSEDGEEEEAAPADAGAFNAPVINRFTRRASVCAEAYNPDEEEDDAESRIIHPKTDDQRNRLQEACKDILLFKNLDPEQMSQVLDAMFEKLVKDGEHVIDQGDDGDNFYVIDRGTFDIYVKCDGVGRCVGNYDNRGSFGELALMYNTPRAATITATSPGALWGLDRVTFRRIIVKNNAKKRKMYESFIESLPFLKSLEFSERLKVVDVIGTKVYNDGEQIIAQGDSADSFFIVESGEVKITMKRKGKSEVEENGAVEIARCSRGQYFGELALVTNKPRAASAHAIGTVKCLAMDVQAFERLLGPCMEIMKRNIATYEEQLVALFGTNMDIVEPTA
Keap1 Nrf2 FP: inhibitors of human Keap1-Nrf2 protein-protein interaction; hit rate 0.15% among 340,000; AID 504523; inhibition, % at 9.4 µM; Keap1 Kelch-Nrf2 peptide fluorescence polarization, 1536-well; Q14145; in the data active means inhibition above about 12%;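 further: human Keap1 Kelch domain with fluorescein labeled Nrf2 9mer peptide probe; 0% = neutral control wells and 100% = peptide positive control; higher means more block of Keap1 binding to Nrf2 peptide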
C-LANA FP: KSHV C-LANA DNA binding inhibition; AID 504423; inhibition, % at 9 µM; hit rate 0.078% among 340,000; MBP-C-LANA/FAM-LBS DNA binding, fluorescence polarization;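 active means highest replicate inhibition at or above 60% at 9 µM, even if other replicates fall short; inactive means all replicates below 60% inhibition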;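 further: 0% = neutral control wells and 100% = 4 µM acridine orange control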
An asterisk follows results filed as active; nt = no result given.

SMILES | SR-BI uptake up | NSD2 HMT inh | PvdQ inh | Cardiac RTF inh | Arrestin-AP2 inh | SR-BI HDL uptake | DAGLB inh | PKA-R2B act | Keap1 Nrf2 FP | C-LANA FP
O=C(CCNC(=O)c1ccc(Cl)cc1)Nc1ccccc1N1CCCCC1 | -8 | -1 | -15 | 1 | -8 | 8 | -1 | -5 | -3 | -1.7
CCOC(=O)c1c(NC(=O)OC)sc(C(=O)N(CC)CC)c1C | -50 | 1 | -16 | -6 | 10 | 50 | -1 | -3 | -3 | 1.5
O=c1[nH]cnc2c([N+](=O)[O-])cccc12 | nt | 4 | -5 | 1 | 1 | nt | 0 | -6 | -3 | -2.2
O=c1c2ccccc2nc(/C=C/c2cccnc2)n1Cc1ccccc1 | 12 | -2 | 2 | -3 | 0 | -12 | 6 | 0 | 2 | -0.2
CC(Oc1ccc(Cl)cc1Cl)C(=O)NNC(=O)c1ccncc1 (centres undefined) | 3 | 0 | -12 | -6 | 2 | -3 | 0 | -7 | -3 | 0.9
COc1ccc(-c2nc3ccccc3n2Cc2ccc(C)cc2)cc1 | -19 | -1 | -9 | -5 | 22 | 19 | -5 | -5 | 4 | -4.0
CCCCCOc1ccc(NS(C)(=O)=O)cc1 | 20 | 0 | -14 | -2 | -2 | -20 | 0 | 1 | -4 | -0.5
CCOC(=O)c1ccc(NC(=O)c2sc3nc4n(c(=O)c3c2C)CCC4)cc1 | -35 | 0 | 7 | 4 | 5 | 35 | 3 | -2 | 4 | 2.9
Cc1c(N=C/C=C2\N(C)c3ccccc3C2(C)C)c(=O)n(-c2ccccc2)n1C | 5 | nt | 0 | 1 | 29 | -5 | -2 | -3 | -4 | -1.8
O=C(CN1CCN(Cc2ccc(Cl)cc2)CC1)N1CCc2ccccc21 | -4 | 37 | -15 | -9 | -6 | 4 | -1 | -5 | -4 | -0.1
CCOC(=O)C1(C)NC(c2ccc(O)cc2)C2C(=O)N(c3ccccc3)C(=O)C21 (centres undefined) | 5 | -2 | -14 | -3 | -3 | -5 | 0 | -5 | -2 | -0.7
CCOc1ccc(NC(=O)CN(C)C(=O)c2cc([N+](=O)[O-])ccc2N2CCOCC2)cc1OCC | -17 | 0 | -7 | -4 | -10 | 17 | 0 | 0 | -4 | 2.6
CN1CCN(C(c2cccc(C(F)(F)F)c2)c2nnnn2C(C)(C)C)CC1 (centres undefined) | 47 | 2 | -1 | -4 | 13 | -47 | 1 | -5 | 1 | -1.1
Cc1ccc(SCCNC(=O)/C=C/c2ccc(Cl)cc2)cc1 | 30 | 28 | 5 | 12 | 39 | -30 | -11 | -2 | -1 | 0.3
COc1ccc(NC(=O)c2cc3c(s2)CCC(C)C3)cc1S(=O)(=O)N1CCOCC1 (centres undefined) | -63 | 0 | 11 | 4 | 31 | 63 | -7 | -4 | 2 | -0.5
CC(C)CC(=O)Nc1cc2c3c(c1)CCN3C(=O)CC2 | 1 | -3 | 7 | -5 | 32 | -1 | -1 | 2 | 0 | 1.8
Cc1ccc(NC(=O)C2=CC(c3cccs3)=NS(=O)(=O)N2C)cc1 | -39 | nt | -6 | -6 | 8 | 39 | -3 | -1 | 0 | 0.2
Cc1ccc(S(=O)(=O)c2cn(C)c3cc(N4CCN(C)CC4)c(F)cc3c2=O)c(C)c1 | 4 | 0 | -6 | 1 | 2 | -4 | 3 | -7 | 1 | 1.1
CC(=O)c1c(C)[nH]c(C(=O)CSc2nnc(C)s2)c1C | -20 | 3 | -5 | -2 | 0 | 20 | -1 | -1 | -5 | 2.2
CCOC(=O)c1cc(C(=O)c2cc(Cl)ccc2O)coc1=N | 9 | -1 | -12 | -13 | -5 | -9 | 2 | -1 | -7 | -1.6
Cc1nnc(SCCC(=O)Nc2ccc(Cl)cc2)o1 | 5 | 5 | 7 | 5 | 10 | -5 | 1 | -4 | -3 | 9.9
COc1nc(Nc2ccccc2)nc(OC)n1 | 6 | -1 | -7 | 3 | 2 | -6 | -4 | -2 | 0 | 1.2
Cn1c(=O)c2c(nc(-n3ccnc3)n2Cc2ccc([N+](=O)[O-])cc2)n(C)c1=O | 0 | -2 | -12 | -6 | 1 | 0 | -1 | 0 | -1 | -1.2
COc1ccc(OC)c(NC(=O)CCNS(=O)(=O)c2cccs2)c1 | -19 | 8 | -22 | -8 | 0 | 19 | 4 | -4 | -8 | -2.2
CCCc1cc(=O)[nH]c(SCC(=O)OCc2ccccc2)n1 | nt | -1 | 0 | 6 | 4 | nt | 7 | 3 | -4 | -0.7

The final two compounds of the section before are carried over, then new ones follow:
SMILES | SR-BI uptake up | NSD2 HMT inh | PvdQ inh | Cardiac RTF inh | Arrestin-AP2 inh | SR-BI HDL uptake | DAGLB inh | PKA-R2B act | Keap1 Nrf2 FP | C-LANA FP
COc1ccc(OC)c(NC(=O)CCNS(=O)(=O)c2cccs2)c1 | -19 | 8 | -22 | -8 | 0 | 19 | 4 | -4 | -8 | -2.2
CCCc1cc(=O)[nH]c(SCC(=O)OCc2ccccc2)n1 | nt | -1 | 0 | 6 | 4 | nt | 7 | 3 | -4 | -0.7
COC(=O)c1cn(N(C)c2ncc(C(F)(F)F)cc2Cl)c(=O)c2ccccc12 | -8 | -1 | 1 | -3 | 12 | 8 | -5 | -17 | -7 | -0.5
O=C(NC1CCCC1)c1ccc(COc2ccccc2Br)o1 | nt | 5 | 4 | -2 | -9 | -1 | -7 | -7 | 1 | -1.9
CCCCc1c(O)nc2ccccn2c1=O | -1 | 0 | -11 | 3 | 1 | 1 | 0 | 5 | -3 | 0.0
O=C(CN1CCN(Cc2ccc3c(c2)OCO3)CC1)Nc1cc(S(=O)(=O)N2CCCC2)ccc1Cl | -47 | 1 | -6 | -20 | 0 | 47 | 1 | 1 | -8 | 1.6
O=C(/C=C/c1c(Cl)cccc1Cl)N1CCOCC1 | 17 | 1 | 9 | -11 | 15 | -17 | -8 | 11 | -1 | -1.2
Cc1ccc(CCNC(=O)Cc2ccc(NC3=NC4CS(=O)(=O)CC4S3)cc2)cc1 (centres undefined) | 9 | nt | 0 | -1 | 7 | -9 | 4 | -10 | -6 | 1.1
CCOC(=O)c1c(C)[nH]c(C(=O)CN2C(=O)NC(C)(c3ccc4ccccc4c3)C2=O)c1C (centres undefined) | -14 | 2 | -16 | -6 | -11 | 14 | -1 | -16 | -4 | 0.2
CCC(=O)N1c2ccc(S(=O)(=O)CCC(=O)N3CCN(c4ccccc4F)CC3)cc2CC1C (centres undefined) | -10 | nt | -12 | 2 | 6 | 10 | 2 | 2 | -4 | 1.8
COC(=O)c1c(NC(=O)CSc2ncn[nH]2)sc(C)c1C | -4 | 0 | -16 | -4 | 10 | 4 | -3 | -8 | -5 | -0.9
O=C(CCCN1C(=O)/C(=C/c2ccccc2Cl)SC1=S)NNC(=O)c1cccnc1 | -11 | 4 | -5 | 4 | 27 | 11 | -3 | -4 | 1 | 14
CC1CC(=O)c2cnc(NCc3ccco3)nc2C1 (centres undefined) | 16 | 0 | -12 | -8 | -4 | -16 | 1 | -6 | -6 | -1.2
COCCNC(=O)/C(C#N)=C/C=C/c1ccccc1 | -3 | 1 | -4 | 1 | -12 | 3 | 2 | -1 | -8 | 0.3
COc1ccc(OCC(=O)N2CCN(C(=O)c3cccc(F)c3)CC2)cc1 | 22 | -1 | 9 | 1 | 49 | -22 | 0 | -4 | -2 | 0.4
CC(=O)Nc1ccc(OCC(O)Cn2ccnc2)cc1 (centres undefined) | 14 | 0 | 0 | 0 | 11 | -14 | 0 | -8 | -5 | -0.5
CC(=O)c1c(O)cc(C)n(Nc2nc(C)cc(C)n2)c1=O | -1 | -3 | -5 | -6 | 8 | 1 | 1 | -2 | -5 | 0.8
COc1ccc(C(=O)Nc2cccc(/C=C(/CCC(=O)O)c3nc4ccccc4s3)c2)cc1 | -36 | -9 | 3 | -4 | 35 | 36 | 6 | 5 | 0 | 1.9
CCCOc1ccc(OCCn2nc(C(=O)O)c3ccccc3c2=O)cc1 | 8 | -1 | 0 | 0 | 20 | -8 | -4 | 5 | -1 | 1.0
NC(=O)c1cc(-c2csc(NCCc3ccccc3)n2)ccc1O | -13 | 6 | -20 | -1 | 3 | 13 | -1 | -5 | -5 | -0.9
O=C(CC1Sc2ccccc2NC1=O)OCc1cc(=O)oc2cc(O)ccc12 (centres undefined) | 2 | nt | 2 | 3 | 27 | -2 | 4 | -7 | 0 | -1.2
O=C(Cc1cccs1)N/N=C/c1ccco1 | 1 | 0 | -13 | -9 | -20 | -1 | 1 | -3 | -2 | -0.5
Cc1ccnc2nc(C(=O)OCC(=O)NCCc3ccccc3)nn12 | 21 | -2 | 10 | 0 | 3 | -21 | -3 | -10 | 0 | 0.4
CNCc1nc2ccccc2[nH]1 | 23 | -8 | 3 | 4 | 2 | -23 | -4 | -6 | 1 | -2.4
CCOc1ccc(OCC)c(NC(=O)C2CCN(S(=O)(=O)c3cnc[nH]3)CC2)c1 | 37 | 22 | -14 | 0 | -1 | -37 | -2 | -9 | 1 | -1.2
COC(=O)COc1ccc2c(-c3cccc([N+](=O)[O-])c3)cc(=O)oc2c1 | 3 | -1 | 1 | -1 | 0 | -3 | 6 | 6 | 2 | -1.1
COCCN(C(=S)Nc1c(C)cccc1C)C(C)c1cccnc1 (centres undefined) | 31 | -3 | -8 | -2 | 0 | -31 | 0 | -15 | -4 | 1.0
CCC1=C(OC(=O)N(CC)CC)N2C(=O)OC(=NCCc3c[nH]c4ccccc34)[C@]2(Cc2ccccc2)[C@H]2C1=CC[C@H]1C(=O)N(CC)C(=O)[C@H]12 | 19 | nt | -8 | -9 | 6 | -19 | -3 | -1 | -7 | -0.4
COc1ccc(NCc2nnc(SCC(=O)NCc3ccco3)n2-c2ccccc2OC)cc1 | -25 | 13 | -11 | -10 | -6 | 25 | 0 | -7 | -3 | 0.0

At a glance, part of the list above.
SMILES | SR-BI uptake up | NSD2 HMT inh | PvdQ inh | Cardiac RTF inh | Arrestin-AP2 inh | SR-BI HDL uptake | DAGLB inh | PKA-R2B act | Keap1 Nrf2 FP | C-LANA FP
COC(=O)c1cn(N(C)c2ncc(C(F)(F)F)cc2Cl)c(=O)c2ccccc12 | -8 | -1 | 1 | -3 | 12 | 8 | -5 | -17 | -7 | -0.5
O=C(NC1CCCC1)c1ccc(COc2ccccc2Br)o1 | nt | 5 | 4 | -2 | -9 | -1 | -7 | -7 | 1 | -1.9
CCCCc1c(O)nc2ccccn2c1=O | -1 | 0 | -11 | 3 | 1 | 1 | 0 | 5 | -3 | 0.0
O=C(CN1CCN(Cc2ccc3c(c2)OCO3)CC1)Nc1cc(S(=O)(=O)N2CCCC2)ccc1Cl | -47 | 1 | -6 | -20 | 0 | 47 | 1 | 1 | -8 | 1.6

High-throughput results (PubChem BioAssay)
